# S100A4 inh HTS – inhibitors of S100A4-myosin IIA peptide binding, primary screen, biochemical, fluorescence polarization, TAMRA-MyoIIA peptide. Protein S100-A4 (Homo sapiens), P26447. inhibition, % at 10.7 µM. actives 0.14% (n = 360,000). AID 652163, 2013;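 active = mean inhibition of at least 70% across replicates, with every replicate also reaching that level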
# Target sequence (P26447 whole entry, looked up): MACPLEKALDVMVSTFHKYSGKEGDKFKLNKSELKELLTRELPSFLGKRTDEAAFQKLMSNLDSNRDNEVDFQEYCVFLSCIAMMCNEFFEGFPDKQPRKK
#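 Material: S100A4 monomer protein / Buffer or medium: 50 mM HEPES pH 7.2, 10 mM CaCl2, 100 mM KCl / Times: 5 min incubation before reading / Benchmarks: neutral control DMSO, positive control TFP / Reagent: labelled myosin peptide probe, 5 nM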
# LGR2 antag – inhibitors of bursicon-induced LGR2 CRE-luciferase signal, primary screen, cell-based, HEK293, CRE-luciferase reporter, bursicon stimulation; Drosophila bursicon receptor LGR2 (rickets); inhibition, % at 9.99 µM; actives 0.35% (n = 380,000); AID 720647, 2013; bursicon-stimulated, 4 h;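 active = drop in luminescence signal, shown as inhibition above about 50% in the replicate tests, limit read from the data, passing the limit was not always enough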;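 also: agonist challenge used bursicon conditioned medium at about half maximal strength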
# Cneo AK release – Cryptococcus neoformans cell lysis inducers, primary screen, AK release luminescence, single concentration; C. neoformans lysis, adenylate kinase release luminescence, 4 h; normalised: neutral wells 0, clomiphene wells 100; lysis activity, % at 15 µM; actives 0.2% (n = 360,000); AID 651654, 2012;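 active = mean lysis activity across replicates of at least 80%, whatever share of replicates individually reach that level; inactive = mean lysis activity below 80%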
#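 Assay system: Cryptococcus neoformans yeast cells / Dosing: single-point compound dose / Timing: 4 h at 37 °C static, read 1 h later / Measured by: luminescence of released adenylate kinase using an AK detection reagent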
# Xi reactivation – activators of inactive X chromosome reactivation, primary screen, imaging, XiGFP fibroblasts, GFP high-content imaging, set 2; XiGFP mouse fibroblasts, % GFP-positive cells imaging, 3 d; cells co-treated with 5-aza-dC sensitizer; scaled so ellipticine positive control = 100%; actives 0.055% (n = 360,000); activation, % at 7.58 µM;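 active = mean normalized replicate activation at least 10% and every replicate at or above 10%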;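 also: 0% = median of on-plate neutral control wells and 100% = ellipticine 6 µM median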
#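 System: 68-5-11 XiGFP fibroblast line; Timing: 3 days compound exposure; Compound dosing: one concentration, pinned; Benchmarks: positive control ellipticine, 6 µM final; Buffer or medium: DMEM containing 5-aza-dC.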
# C2C12 statin – suppressors of statin myotoxicity in C2C12 myotubes, primary screen, cell-based, single point, plate reader | C2C12 myotubes + simvastatin, ATP luminescence, 48 h; scaled: DMSO 0, geranylgeraniol control 100 | rescue of ATP level, % at 7.49 µM | actives 0.78% (n = 330,000);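 active = mean ATP rescue above about 67%, or every replicate alone reaching that limit, limit read from the data, passing the limit was not always enough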;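 also: myotubes were challenged with 10 µM simvastatin during compound exposure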
# SIRT5 inh – SIRT5 desuccinylase inhibitors, primary screen, biochemical, fluorescence imaging, single point, set 5 | actives 1.1% (n = 330,000) | inhibition, % at 15 µM | Purified SirT5, succinyl-peptide AMC, trypsin-coupled fluorescence | NAD-dependent protein deacylase sirtuin-5, mitochondrial (Homo sapiens), Q9NXA8; in the data active = inhibition above about 15%
# PGC1a acetyl inh – inhibitors of PGC1a acetylation signal, primary screen, cell-based, U2OS, AlphaScreen, inhibitor mode; AlphaScreen anti-acetyl-lysine; with virally co-expressed GCN5 acetyltransferase; inhibition, % at 15.6 µM; actives 0.17% (n = 350,000); AID 651687, 2012;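 active = every replicate shows inhibition of at least 40%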;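 also: 0% = neutral control wells and 100% = positive control wells; some results beyond the cut were filed as inactive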
# ERAP1 HTS inh – human ERAP1 aminopeptidase inhibitors, primary screen, biochemical, single point, plate reader | AID 652197, 2013 | actives 0.15% (n = 340,000) | inhibition, % at 10.7 µM | recombinant ERAP1, Leu-AMC fluorescence, 60 min;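 active = mean replicate inhibition of at least 30%, or all replicates individually reaching that 30% level; inactive = mean below 30% and not every replicate reaching it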;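 also: 0% = neutral control wells and 100% = L-leucinethiol positive control wells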
# Target sequence (Q9NZ08 whole entry, looked up): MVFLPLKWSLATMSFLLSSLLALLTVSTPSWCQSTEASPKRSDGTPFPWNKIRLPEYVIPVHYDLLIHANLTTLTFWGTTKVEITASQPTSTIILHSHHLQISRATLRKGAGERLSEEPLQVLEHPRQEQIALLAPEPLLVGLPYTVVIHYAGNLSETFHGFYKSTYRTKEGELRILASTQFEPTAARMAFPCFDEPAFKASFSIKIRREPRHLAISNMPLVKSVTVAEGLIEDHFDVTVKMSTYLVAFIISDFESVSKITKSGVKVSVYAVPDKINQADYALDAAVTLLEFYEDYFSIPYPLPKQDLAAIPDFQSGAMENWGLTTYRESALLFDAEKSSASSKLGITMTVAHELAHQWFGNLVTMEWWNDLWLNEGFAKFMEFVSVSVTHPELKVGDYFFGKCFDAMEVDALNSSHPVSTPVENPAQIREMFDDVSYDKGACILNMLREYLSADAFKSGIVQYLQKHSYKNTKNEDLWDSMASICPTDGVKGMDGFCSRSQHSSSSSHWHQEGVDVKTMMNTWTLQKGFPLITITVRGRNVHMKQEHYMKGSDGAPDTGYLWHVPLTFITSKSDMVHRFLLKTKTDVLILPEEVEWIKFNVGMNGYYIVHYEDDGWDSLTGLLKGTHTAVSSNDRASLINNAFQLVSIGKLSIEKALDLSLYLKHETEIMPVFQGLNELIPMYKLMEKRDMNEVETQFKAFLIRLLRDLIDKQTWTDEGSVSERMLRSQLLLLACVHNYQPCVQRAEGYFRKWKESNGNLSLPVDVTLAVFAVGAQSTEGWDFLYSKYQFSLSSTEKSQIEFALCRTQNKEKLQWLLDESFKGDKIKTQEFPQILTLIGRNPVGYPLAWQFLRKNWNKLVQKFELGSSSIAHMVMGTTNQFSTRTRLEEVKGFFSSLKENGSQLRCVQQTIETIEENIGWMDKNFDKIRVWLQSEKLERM
# Starred values were filed as active, the others as inactive; x = not tested or not shown; & = joins results of further samples.
SMILES,S100A4 inh HTS,LGR2 antag,Cneo AK release,Xi reactivation,C2C12 statin,SIRT5 inh,PGC1a acetyl inh,ERAP1 HTS inh
Cc1ccc(CNC(=O)Cc2cccs2)cc1,x,-42,-2,x,6,x,10,x
O=C(CSc1nnc(-c2ccncc2)o1)Nc1ccc(F)c(F)c1,-4,-3,0,0.1,-8,1,-7,1
Cc1ccc(CNS(=O)(=O)c2cccc3nsnc23)cc1,-4,-6,x,0.1,x,4,x,-2
CO[C@H]1CN(C)C(=O)c2ccc(NS(C)(=O)=O)cc2OC[C@@H](C)N(CC2CC2)C[C@@H]1C,14,3,11,0.4,6,-4,-4,-4
Cc1ccccc1-n1c(C)nnc1SCC(=O)N1CC(=O)Nc2ccccc21,1,19,0,x,1,-2,x,-4
O=C(Nc1cccc(NC(=O)c2ccc(F)cc2)c1)c1ccc(F)cc1,1,15,-2,-0.1,-26,14,8,-1
COc1ccc(CNC(=O)C[C@H]2CC[C@H](NS(=O)(=O)c3cccc(OC)c3)[C@@H](CO)O2)cc1,-6,2,-2,0.1,7,-2,13,0
Cc1[nH]n(C(N)=S)c(=O)c1N=Nc1cc(C(F)(F)F)ccc1Cl,19,3,-2,0.0,-10,2,-3,-1
O=S(=O)(Nc1ccc(Cl)c(Cl)c1)N1CCOCC1,-2,32,-5,0.1,-5,0,x,1
C=CCNCCOc1ccc(C(C)(C)c2ccccc2)cc1,-2,-27,x,0.1,-1,-3,19,1
COC(=O)C[C@H]1C[C@@H]2c3cc(NS(C)(=O)=O)ccc3O[C@@H]2[C@@H](CO)O1,0,0,-3,0.2,0,-5,1,0
O=C(C[C@@H]1CC[C@@H]2[C@H](COC[C@H](O)CN2Cc2ccccc2F)O1)N[C@H]1CCN(Cc2ccccc2)C1,3,-21,-4,0.0,30,-6,0,0
CC(C)C(=O)Nc1c2c(nn1-c1ccc([N+](=O)[O-])cc1)CS(=O)(=O)C2,-2,-19,4,-0.1,-19,-1,x,-1
C[C@H]1CN([C@@H](C)CO)S(=O)(=O)c2ccc(C3=CCCCC3)cc2O[C@H]1CN(C)C(=O)c1ccccc1,-17,18,1,0.3,-39,5,16,2
COc1cccc(S(=O)(=O)N[C@H]2C=C[C@H](CC(=O)NC3Cc4ccccc4C3)O[C@H]2CO)c1,15,6,45,0.6,-3,9,-5,-4
Cc1cc(=O)oc2cc(OCC(=O)OCC(=O)N3CCC(C)CC3)ccc12,0,-3,x,0.0,x,-11,-6,-1
O=C(Nc1cccc(Cl)c1)N[C@H]1CC[C@H](CCNC(=O)C2CCCC2)O[C@@H]1CO,1,4,1,0.2,1,2,-2,4
C[C@@H]1CN([C@H](C)CO)C(=O)c2c(c3ccccc3n2C)-c2ccccc2CO[C@H]1CN(C)C(=O)c1ccc(F)cc1,-31,6,0,0.2,49,-3,-1,4
COc1ccc(Nc2nc(N)c([N+](=O)[O-])c(N3CCCC3)n2)cc1,7,-2,0,0.0,5,-3,-3,4
C=CCn1c(COc2ccc(F)cc2)nnc1SCC(=O)NC1CC1,8,5,x,0.0,x,-2,x,1
COc1ccc(C(=O)OCc2c(C)noc2C)cc1,-2,-6,x,0.4,x,-2,-4,-1
CC(CCc1ccccc1)NC(=O)COC(=O)c1ccc(S(C)(=O)=O)c([N+](=O)[O-])c1 (stereo not drawn),2,38,x,0.1,x,-2,x,-2
CC(C)C(=O)N1CCN(c2ccccc2NC(=O)c2cc([N+](=O)[O-])ccc2N2CCOCC2)CC1,4,18,x,0.1,x,3,x,1
Cc1cc2nc(-c3cccc(Cl)c3)c(Cc3cccc(Cl)c3)n2c(C)c1Br,2,-19,x,0.0,x,-2,x,x
O=C(NCc1ccccc1)c1cccc(Br)n1,0,1,1,-0.1,1,x,15,x

# Some of the entries so far, as labelled records.
compound: O=C(CSc1nnc(-c2ccncc2)o1)Nc1ccc(F)c(F)c1
  S100A4 inh HTS: -4 | LGR2 antag: -3 | Cneo AK release: 0 | Xi reactivation: 0.1 | C2C12 statin: -8 | SIRT5 inh: 1 | PGC1a acetyl inh: -7 | ERAP1 HTS inh: 1
compound: Cc1ccc(CNS(=O)(=O)c2cccc3nsnc23)cc1
  S100A4 inh HTS: -4 | LGR2 antag: -6 | Cneo AK release: x | Xi reactivation: 0.1 | C2C12 statin: x | SIRT5 inh: 4 | PGC1a acetyl inh: x | ERAP1 HTS inh: -2
compound: CO[C@H]1CN(C)C(=O)c2ccc(NS(C)(=O)=O)cc2OC[C@@H](C)N(CC2CC2)C[C@@H]1C
  S100A4 inh HTS: 14 | LGR2 antag: 3 | Cneo AK release: 11 | Xi reactivation: 0.4 | C2C12 statin: 6 | SIRT5 inh: -4 | PGC1a acetyl inh: -4 | ERAP1 HTS inh: -4

# The results go on:
SMILES,S100A4 inh HTS,LGR2 antag,Cneo AK release,Xi reactivation,C2C12 statin,SIRT5 inh,PGC1a acetyl inh,ERAP1 HTS inh
COc1ccc(N(CC(=O)N2CCOCC2)S(C)(=O)=O)cc1Cl,0,0,5,0.0,-6,-1,11,-1
CCn1c(SCC(=O)N2c3ccccc3Sc3ccccc32)nc2c1c(=O)n(C)c(=O)n2C,x,1,-2,x,2,x,4,x
Cc1cc([N+](=O)[O-])c(-c2ccc(/C=N/n3cnnc3)o2)cc1Cl,1,-22,0,x,9,-13,2,0
O=C(Nc1ccc(F)cc1)N1CCN(c2ccc3nnc(-c4ccc(F)cc4)n3n2)CC1,-6,-13,-1,0.2,22,-4,-11,1
CCCC(=O)N1C[C@@H]2[C@H](c3ccccc31)[C@@H](CO)N2C(=O)CC1CC1,x,6,-4,0.2,-13,-4,-3,x
C=CCOC(=O)Nc1snnc1C,x,-18,0,x,-3,x,13,x
C[C@@H]1CN([C@@H](C)CO)C(=O)Cc2cc(NC(=O)C3CCCCC3)ccc2O[C@H]1CN(C)C(=O)NC1CCCCC1,2,-18,-2,0.2,-7,-1,-4,2
Cc1noc(C)c1COc1ccc(C(=O)N2CCC(C)CC2)cc1,-8,-10,-1,0.2,1,-1,-12,0
Cc1noc(C)c1S(=O)(=O)Nc1ccc2c(c1)C(=O)N([C@H](C)CO)C[C@H](C)[C@H](CN(C)Cc1ccc(C(=O)Nc3ccccc3N)cc1)OCCCC[C@@H](C)O2,-11,-3,x,0.4,x,-11,-5,0
C[C@@H]1CN([C@@H](C)CO)C(=O)Cc2cc(NC(=O)Nc3ccc(C(F)(F)F)cc3)ccc2O[C@H]1CN(C)Cc1ccncc1,38,-2,2,-0.8,-25,2,-1,0
O=[N+]([O-])c1ccc(O)c(-c2cc(C(F)(F)F)nc(-c3ccccc3)n2)c1,1,-13,-1,0.0,-249,-6,x,-2
CCOC(=O)N1CCN(C(=S)NC(=O)c2ccc(Br)cc2)CC1,2,15,x,0.1,x,-2,-4,1
C[C@H](CO)N1C[C@H](C)[C@H](CN(C)S(=O)(=O)c2cccs2)Oc2c(NS(=O)(=O)c3ccc(Cl)cc3)cccc2C1=O,-3,9,0,0.1,x,2,5,-3
CCCC(C(=O)NC1=NCCS1)c1ccccc1 (stereo not drawn),2,-2,x,0.0,x,-3,x,-3
Cn1nc(-c2ccc(C(=O)NCCO)cc2)c2ccccc2c1=O,-3,-10,x,0.1,x,-3,x,2
CCOC(=O)C1=C[C@@H](C(C)(C)C)N(S(=O)(=O)c2ccc(C)cc2)[C@H]1c1cccc(Cl)c1,0,10,0,0.0,-5,-2,-33,-2
Cc1cccc(NC(=O)[C@@H]2CCCN2C2=NS(=O)(=O)c3ccccc32)c1C,-4,-23,1,0.1,2,-3,-6,4
CCc1ccc(NC(=S)Nn2cnnc2)cc1,-2,-8,x,-0.1,x,-1,-4,-2
CC(=O)c1sc(NC(=O)c2oc3ccc(F)cc3c2C)nc1C,-4,-39,-2,-0.1,-11,1,1,0
COc1ccccc1C#Cc1ccc([C@H]2[C@H]3CN(S(C)(=O)=O)CCCCN3[C@H]2CO)cc1,7,5,2,0.0,-6,5,7,-1
O=C([C@@H]1[C@@H](CO)[C@@H]2Cn3c(ccc(C4=CCCC4)c3=O)[C@H]1N2Cc1nccs1)N1CCCCC1,5,-12,9,-0.1,-19,-33,x,1
COc1cc(/C=N/NC(=O)c2cccnc2)ccc1OS(=O)(=O)c1ccc(C)cc1,-6,-74,x,0.0,x,6,x,-4
COc1ccc(NC(=O)c2sc3nc(-c4cccnc4)ccc3c2N)cc1OC,-3,x,2,0.9,x,0,2,-1
COc1ccc(OC)c(S(=O)(=O)Nc2cc(C)on2)c1,5,2,1,0.0,-6,-7,x,-2
C[C@H]1CN([C@@H](C)CO)C(=O)c2cc(-c3cccc(C#N)c3)cnc2O[C@@H]1CN(C)C(=O)C1CCCCC1,27,0,x,-1.0,x,4,-2,0
# Next structures.
SMILES,S100A4 inh HTS,LGR2 antag,Cneo AK release,Xi reactivation,C2C12 statin,SIRT5 inh,PGC1a acetyl inh,ERAP1 HTS inh
Cc1ccc(S(=O)(=O)NCC(=O)NCC(=O)OCc2c(F)cccc2Cl)cc1,-4,-22,0,0.0,-4,5,12,-3
Cc1cccc(C(C#N)c2ccc(Cl)nn2)c1 (stereo not drawn),1,-18,x,0.1,x,x,-15,4
CC1(C(=O)NS(=O)(=O)c2ccc(Br)cc2)CCN1C(=O)Cc1ccsc1 (stereo not drawn),-23,-6,0,0.1,-14,-2,x,0
CCOC(=O)C1CCN(Cc2ccc(OCc3ccccc3)cc2)CC1,1,-10,12,0.0,-1,-2,16,-1
CCOC(=O)COc1ccc(C(=O)NC2CCCCC2)cc1,-1,x,x,x,20,-3,6,3
C[C@@H]1CN([C@@H](C)CO)C(=O)c2cccc(NC(=O)c3ccncc3)c2O[C@@H]1CN(C)C(=O)Nc1ccccc1,7,3,1,0.3,4,0,-1,1
COCC(=O)Nc1ccc2c(c1)OC[C@@H](C)N(C(=O)c1ccccn1)C[C@@H](C)[C@H](OC)CN(C)C2=O,x,0,x,0.1,10,x,-2,x
CCC1=NN(C(=O)c2ccc(Cl)cc2)C(O)(c2ccc(C)cc2)C1 (stereo not drawn),-13,-3,-1,0.0,11,3,3,2
COc1ccc(NC(=O)N2C[C@@H](O)COC[C@H]3O[C@H](CC(=O)NCc4ccncn4)CC[C@@H]32)cc1,-8,-1,-5,0.1,-5,-3,0,-1
COc1cccc(S(=O)(=O)N2C[C@@H]3N[C@H](C2)C3c2ccc(/C=C/c3ccccc3)cc2)c1 (stereo partly drawn),-5&4,18&14,x,0.1&0.0,x,2&1,5&-1,0&1
O=S(c1ccccc1O)S(=O)c1ccccc1O (stereo not drawn),-7,9,x,-0.2,-2,26*,2,99*
COc1ncccc1C(=O)NC1CCCc2c1cnn2-c1cc(C)cc(C)c1 (stereo not drawn),4,-19,0,0.1,13,3,10,-5
CCn1c(CNc2cccc(Cl)c2)nnc1SCc1ccccc1,x,-4,0,x,0,x,-2,x
CCOC(=O)Cn1nc(C(F)F)c(Br)c1C,-2,x,x,0.0,x,-2,x,-5
COc1ccccc1-c1cnc2c(c1)C(=O)N([C@H](C)CO)C[C@H](C)[C@@H](CN(C)C(=O)c1cccnc1)O2,-3,-16,-1,0.3,3,-3,-13,-3

# Compound activity: PubChem, Broad Institute

# This is a subset; the hit share may differ from the screen's.
